Assay outcomes from PubChem BioAssay.
LGR2 antag: Drosophila LGR2 receptor signaling inhibition. hit rate 0.35% among 380,000. HEK293 LGR2, CRE-luciferase, bursicon-stimulated, 4 h. inhibition, % at 9.99 µM;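 active = drop in luminescence signal, shown as inhibition above about 50% in the replicate tests, limit read from the data, passing the limit was not always enough; inconclusive = probably only some replicates passing the limit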;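 also: agonist challenge used bursicon conditioned medium at about half maximal strength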
SIRT5 block: inhibitors of human sirtuin-5 desuccinylase; hit rate 1.1% among 330,000; AID 652115; Q9NXA8; inhibition, % at 15 µM; Purified SirT5, succinyl-peptide AMC, trypsin-coupled fluorescence; in the data active = inhibition above about 15%; inconclusive = no clear call, values can overlap the other calls
Target sequence (Q9NXA8 whole entry, looked up): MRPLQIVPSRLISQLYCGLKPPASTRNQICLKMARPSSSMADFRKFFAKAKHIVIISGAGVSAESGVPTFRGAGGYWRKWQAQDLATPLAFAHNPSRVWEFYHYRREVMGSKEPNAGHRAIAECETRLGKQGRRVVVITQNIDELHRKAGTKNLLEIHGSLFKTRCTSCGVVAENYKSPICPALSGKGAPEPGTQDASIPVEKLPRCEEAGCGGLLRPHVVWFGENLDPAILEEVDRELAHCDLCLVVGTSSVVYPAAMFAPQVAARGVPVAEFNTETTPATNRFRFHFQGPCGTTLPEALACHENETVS
Casp6 inh: inhibitors of human caspase-6; P55212; purified caspase-6, Z-VEID-R110 cleavage fluorescence; inhibition, % at 12.5 µM; hit rate 0.53% among 350,000; AID 686996;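 active = mean inhibition across replicates at least about 35%, with every replicate also reaching that limit, limit read from the data; inconclusive = only one of the two criteria met; inactive = neither criterion met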;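 also: 0% = median of neutral control wells and 100% = no fluorescence left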
Target sequence (P55212 24-179 limits assumed): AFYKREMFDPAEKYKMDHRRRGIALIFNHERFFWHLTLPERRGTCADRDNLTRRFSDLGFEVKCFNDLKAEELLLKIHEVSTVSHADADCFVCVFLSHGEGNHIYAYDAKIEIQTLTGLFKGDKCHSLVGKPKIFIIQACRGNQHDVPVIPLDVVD
Target sequence (P55212 194-293 limits assumed): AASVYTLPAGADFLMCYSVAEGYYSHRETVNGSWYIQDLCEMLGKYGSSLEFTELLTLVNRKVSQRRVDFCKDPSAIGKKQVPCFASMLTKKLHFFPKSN
EWS-Fli inh: inhibitors of EWS/Fli oncoprotein transcriptional activity; A673 NR0B1-luciferase reporter, viability-normalised; inhibition, % at 12.6 µM; hit rate 0.67% among 350,000; AID 651661;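 active = mean inhibition of at least 50% after viability correction, with every replicate also passing that limit; inconclusive = mean reaches 50% but only one of two replicates passes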;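 also: firefly luciferase signal divided by Alamar Blue viability fluorescence both relative to DMSO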
PAX8 reporter: inhibitors of PAX8 transcriptional activity in RMG-I cells | RMG-I TPO-luciferase reporter, SteadyGlo, 24 h | inhibition, % at 12.6 µM | hit rate 1.2% among 360,000 | AID 652154;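 active = mean replicate inhibition at least 60% with every replicate also reaching 60%; inconclusive = only one of the two criteria is met; inactive = mean below 60% and not all replicates reaching 60%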;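 also: luciferase light reporting Pax8 driven TPO promoter activity; plate controls were median of neutral control wells for no effect and mitoxantrone controls for full effect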
DENV2 CPE: DENV2-induced cell death inhibition | DENV2-infected cells, cytopathic effect rescue, plate reader | CPE inhibition, % at 9.99 µM | hit rate 1.7% among 350,000; in the data active = CPE inhibition above about 20%, passing the limit was not always enough; inconclusive = no clear call, values can overlap the other calls; tested in BHK-21 cells;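 also: 0% = median of neutral control wells and 100% = median of positive control wells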
ARNT TACC3 PPI: disruptors of human ARNT/TACC3 interaction; Q9Y6A5; AlphaScreen His-ARNT PAS-B/GST-TACC3 binding, luminescence; TACC3 fragment carries E629A point mutation; inhibition, % at 9.99 µM; hit rate 0.66% among 390,000; AID 623870;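 active = mean inhibition of replicates at least 50% and at least half of replicates each reaching 50%; inconclusive = half or more replicates reach 50% but mean below 50%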;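 also: 0% = complete ARNT plus TACC3 wells and 100% = ARNT alone without TACC3; many hits fall short of the cut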
* hit, by the source's call; ? = inconclusive; . = not tested or not shown.

item	molecule	LGR2 antag	SIRT5 block	Casp6 inh	EWS-Fli inh	PAX8 reporter	DENV2 CPE	ARNT TACC3 PPI
1	O=C(Cc1ccccc1)OCC(=O)N1CCN(S(=O)(=O)c2ccc(Cl)cc2)CC1	6	8	1	-1	2	4	3
2	c1cnc(OCCN2CC2)cn1	.	-5	-23	-5	87*	12	13
3	COC(=O)C1=C(c2ccc(OC)c(OC)c2)C[C@@H]2CC[C@H]1N2C(=O)NCc1cccc2ccccc12	10	.	.	-4	5	.	-5
4	CCOP(=O)(OCC)C(NC(=O)Cc1ccccc1)C(Cl)(Cl)Cl (stereo not given)	-17	-2	-1	5	-1	.	-41
5	CCC1CN1P(=O)(N1CCCC1)N1CC1CC (stereo not given)	6	0	-84	-4	-4	0	.
6	CCC[C@H](N[C@@H](CCC)[C@H](O)c1ccccc1)[C@H](O)c1ccccc1	.	-2	4	17	2	1	0
7	O=C(Cc1ccccn1)N1CC2(C1)[C@@H](c1ccccc1)[C@@H](CO)N2Cc1ccccn1	10	-1	0	0	-2	-5	.
8	O=C1NC(=O)N(Cc2ccc(F)cc2)C(=O)/C1=C/c1cccs1	-14	0	.	24	9	-3	-5
9	CC(C)NC(=O)N1[C@@H]2Cn3c(ccc(-c4cccc(C(=O)N(C)C)c4)c3=O)[C@H]1[C@@H](C(=O)O)[C@@H]2CO	1	-14	1	-7	.	3	18
10	CC(C(=O)O)N(C(=O)c1ccccc1)c1ccc(F)c(Cl)c1 (stereo not given)	1	-2	-4	10	-9	4	-5
11	CC(=O)c1cn(CCCOc2ccccc2)c2ccccc12	-1	-3	2	5	8	1	-10
12	Cc1ccc(CN2CCN(Cc3ccccc3)CC2)cc1	4	-3	-4	7	6	-2	-3
13	O=C(NCCN1CCOCC1)c1ccc(Cl)nc1	0	0	1	0	10	-6	-4
14	Cn1c(O)c(C=NC2CCCCCC2)c(=O)[nH]c1=S	4	-2	2	-10	-27	16	-5
15	Clc1ccc(CN2CCNCC2)cc1	2	-8	1	-41	3	4	9
16	CCC(=NCCCN1CCOCC1)c1c(O)n(-c2ccccc2C)c(=O)[nH]c1=O	.	11	-2	16	30	1	-7
17	CS(=O)(=O)c1ccc(C2=C(CNC(=O)c3ccc([N+](=O)[O-])cc3)[C@H]3CC[C@@H](C2)N3Cc2ccccc2)cc1	-6	-7	0	6	9	9	.
18	Cc1ccccc1NC(=O)CCl	0	7	3	19	12	-1	-16
19	O=C(c1cccc(C(F)(F)F)c1)C1CCCN(Cc2ccccc2O)C1 (stereo not given)	.	0	0	-5	-1	10	-2
20	COc1ccc(CN2CCCC(C(=O)c3ccc(Cl)cc3)C2)c(OC)c1 (stereo not given)	13	0	0	10	16	-12	4
21	CC(C)(C)n1nnnc1C(c1ccnc2ccccc12)N1CCC2(CC1)C(=O)NCN2c1ccccc1 (stereo not given)	-8	3	0	-16	-2	-1	.
22	CCOC(=O)C(O)(c1ccc(N=Cc2ccccc2O)c(C)c1)C(F)(F)F (stereo not given)	-8	0	-1	24	10	-4	-3
23	O=c1[nH]c(=O)n(Cc2ccccc2)c(O)c1/C=N/Nc1c(F)c(F)c(F)c(F)c1F	-5	-3	-1	-2	6	6	.
24	C[C@]12CC[C@@H](O)C[C@@H]1CC[C@@H]1[C@@H]2CC[C@]2(C)C(=O)CC[C@@H]12	.	-2	7	-5	-14	3	-19
25	O=C1NC(=O)N(Cc2ccccc2)C(=O)/C1=C/c1cnc(-c2ccccc2)nc1	-6	-1	.	-7	-23	4	-3
26	COc1ccc(-n2nnnc2C(c2cccs2)N2CCC3(CC2)C(=O)NCN3c2ccccc2)cc1 (stereo not given)	19	4	-3	7	22	16	.
27	O=C(/C=C/c1c[nH]c2ccccc12)c1c(O)n(CCc2ccccc2)c(=O)[nH]c1=O	-14	0	0	13	34	-1	-2
28	COc1cc(CC2C(=O)N(C)C(=O)N(C)C2=O)ccc1OCc1ccccc1	-9	0	3	-49	.	.	10
29	CCOC(=O)[C@]12Cc3cc(Cl)ccc3[C@H]1N(Cc1ccccc1)C(=O)c1ccccc12	32	3	-4	12	26	14	-7
30	CSCCC(NC(=O)CCC(=O)OC1CC[C@H]2[C@@H]3CC[C@H]4CC(=O)CC[C@]4(C)[C@H]3CC[C@]12C)C(=O)O (stereo not given in full)	-15	-3	-1	10	4	-12	-8
31	Oc1c(Cl)c(Cl)c(Cl)c(Cl)c1Cl	.	1	-1	3	-29	5	-6
32	CCCNC(=O)N1[C@H]2CC[C@@H]1C(C(=O)OC)=C(c1cc3ccccc3s1)C2	7	.	.	0	16	.	0
33	Cc1cccc(NP2(=O)NCCCN2)c1	5	.	1	4	-4	?	-20
34	Oc1c(Cl)cc(Cl)cc1CN1CCN(Cc2ccccc2)CC1	2	-3	3	-1	.	-2	-10
35	C[C@]12CCC(=O)C=C1CC[C@@H]1C2CC[C@]2(C)C(=O)CCC12 (stereo not given in full)	0	0	-1	3	-5	-8	20
36	Cc1ccc(C2N3CCCN23)cc1 (stereo not given)	-6	-1	-12	10	1	1	-1
37	Cc1ccc2c(c1)C1CN(C)CCC1N2C(=O)/C(C#N)=C/c1ccc2c(c1)OCO2 (stereo not given)	.	3	-5	1	0	-1	9
38	Cc1ccc(S(=O)(=O)c2nc(-c3ccccc3Cl)oc2N(C)C2CCN(C)CC2)cc1	.	-2	-8	25	26	9	24
39	COc1ccc(CCNCc2cccn2C)cc1OC	4	0	-14	-11	-19	69*	17
40	CCOP(=O)(CCP(=O)(OCC)OCC)OCC.C[CH2][Sn]([Cl])([Cl])[CH2]C	23	-3	2	45	93*	-5	-6
41	Cc1ccc(C(O)(C(=O)NNC(=O)CN2CCN(C)CC2)c2ccc(C)cc2)cc1	.	1	-3	0	8	9	-1
42	OC(c1ccccc1)(c1ccccc1)C1CCCN1 (stereo not given)	-2	-2	-2	4	.	1	1
43	CCCC/C(=N/O)c1c(C)[nH]c2ccccc12	4	-3	-3	-22	5	2	5
44	O=C(NC1CN2CCC1CC2)c1cc(Cl)c([N+](=O)[O-])c2nc[nH]c12 (stereo not given)	-6	.	.	.	32	.	27
45	O=C(O)c1ccc(-[n+]2c(-c3ccccc3)cc(-c3ccccc3)cc2-c2ccccc2)cc1	-5	.	1	1	16	-5	-9
46	CC[C@@H]1c2ccccc2[C@@H]2CC[C@H]1N2c1ccccc1	5	-3	1	3	1	7	.
47	Cn1ncc(Cl)c1C(=O)N1CCC2(CC1)OCCO2	-9	0	0	.	4	-6	-3
48	COc1ccc(NC(=O)[C@@H](NC(=O)N2C[C@H]3C[C@@H](C2)c2cccc(=O)n2C3)C(C)C)cc1	-8	2	0	-18	.	?	-23
49	CCn1nc(/C=C/c2ccccc2)nc2c(=O)n(C)c(=O)nc1-2	104*	12	.	28	94*	-1	1
50	CN(C)c1ccc(/C=C2\C(=O)NC(=O)N(Cc3ccc(F)cc3)C2=O)cc1	-3	-1	1	-3	-15	2	-3

A draw from above in order of molar mass, largest number first:
item	molecule	LGR2 antag	SIRT5 block	Casp6 inh	EWS-Fli inh	PAX8 reporter	DENV2 CPE	ARNT TACC3 PPI
38	Cc1ccc(S(=O)(=O)c2nc(-c3ccccc3Cl)oc2N(C)C2CCN(C)CC2)cc1	.	-2	-8	25	26	9	24
20	COc1ccc(CN2CCCC(C(=O)c3ccc(Cl)cc3)C2)c(OC)c1 (stereo not given)	13	0	0	10	16	-12	4
50	CN(C)c1ccc(/C=C2\C(=O)NC(=O)N(Cc3ccc(F)cc3)C2=O)cc1	-3	-1	1	-3	-15	2	-3

New compounds follow
item	molecule	LGR2 antag	SIRT5 block	Casp6 inh	EWS-Fli inh	PAX8 reporter	DENV2 CPE	ARNT TACC3 PPI
51	O=P1(NCCCl)OCCCN1CCCl (stereo not given)	3	-1	.	-7	-24	-7	24
52	CC1CC2CC(=O)CCC2(C)C2CCC3(C)C(O)CCC3C12 (stereo not given)	-2	.	0	-3	3	-12	.
53	Nc1ccc(CC2=NCCN2)cc1	2	-2	-93	-3	5	38*	12
54	c1ccc2c(CCNC3CCCCC3)c[nH]c2c1	17	1	-3	6	15	1	-2
55	C=CCNC(=S)N1Cc2ccccc2-n2nncc2C1	-15	-1	-3	-3	3	-10	.
56	O=C1NC(=O)C(=Cc2cc(Cl)ccc2OCc2ccc(C(=O)O)cc2)C(=O)N1	1	-15	3	-10	-3	-1	2
57	CCOc1cccc(CNC2CN3CCC2CC3)c1 (stereo not given)	-2	-1	-20	3	.	-10	0
58	CCCC#Cc1ccc([C@@H]2[C@@H](CO)N3CCCCN(C(=O)Cc4ccccn4)C[C@H]23)cc1	16	-3	2	6	8	2	4
59	O=C(NCCN1CCC2(CC1)C(=O)NCN2c1ccccc1)c1cccnc1Cl	-9	-1	-4	-4	-34	-6	.
60	O=C1NC(=O)N(Cc2ccccc2)C(=O)C1Cc1ccccc1 (stereo not given)	9	-17	0	-2	13	1	-4
61	CCCCOc1ccc(C(C)=O)cc1Cc1c(O)[nH]c(=S)[nH]c1=O	2	2	4	-2	32	2	-6
62	COc1cccc(CN2CCN(Cc3cccc(F)c3)CC2)c1	20	-1	-1	-6	-4	5	-1
63	CC=Cc1ccc2n(c1=O)C[C@@H]1[C@@H](CO)[C@H](C(=O)OC)[C@H]2N1CC1CCOCC1 (mixture of isomers)	4	0	1	-13	-1	-1	-7
64	COc1ccc(OC)c(C(O)C2CCCCN2)c1 (stereo not given)	2	1	-3	7	29	-4	0
65	O=C(Cc1ccccc1)OCCN1CCOCC1	9	.	1	-6	-25	5	-8
66	Cc1nn(-c2ccccc2)c2c1C(c1ccc3c(c1)OCO3)SCC(=O)N2 (stereo not given)	7	-2	1	.	.	-12	4
67	COc1ccc(C=C2C(=O)N(C)C(=O)N(C)C2=O)cc1COc1ccc(NC(C)=O)cc1	.	-4	-3	5	-11	11	-6
68	NC(N)=Nc1ccc2[nH]c3c(c2c1)C[C@@]1(O)[C@H]2Cc4ccc(O)c5c4[C@@]1(CCN2CC1CC1)C3O5 (stereo not given in full)	-21	.	-18	3	.	-1	6
69	c1ccc2c(N3CCNCC3)cccc2c1	6	-3	.	1	19	6	-3
70	COc1ccc(NC(=O)c2c(C)nn(Cc3ccccc3Cl)c2Cl)cc1Cl	-12	1	-5	-8	25	.	-3
71	NN=C(N)N	26	-2	-25	-11	-19	3	0
72	CC1CCOC(=O)C=CC=CC(=O)OC2CC3OC4C5OC5(C)C(O)CC4(COC(=O)C1O)C2(C)C31CO1 (stereo not given)	104*	-3	-2	22	104*	-7	-6
73	FC(F)(F)c1cccc(C2NCc3ccccc3-n3cccc32)c1 (stereo not given)	-12	-2	0	-6	1	5	8
74	CC[C@H]1CN2CCC1C[C@@H]2[C@H](O)c1ccnc2ccc(OC)cc12 (stereo not given in full)	.	-3	.	2	16	-2	6

Only part of the results is shown; the hit share may differ from the screen's.
